POLK inh = qHTS for Inhibitors of Polymerase Kappa. DNA polymerase kappa (Homo sapiens), Q9UBT6. Potency, µM (doses to about 107 µM), without a hit: at the top dose activity, negative = inhibition, most hits filed as inhibitors. actives 0.53% (n = 400,000). purified Pol kappa, fluorescent DNA synthesis assay, 10 min. AID 588579, 2011; note: potency is the fitted concentration of half-maximal effect; % is set by controls: 0 for no effect and ±100 for the full control effect
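Fluorescent qHTS in 1536-well format: enzyme (10 nM) and compound sat 15 min at room temperature before 50 nM substrate (final) was added. Signal taken at 0 and 10 min; no-enzyme buffer wells were negative controls.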
APEX1 inh = qHTS Assay for Inhibitors of the Human Apurinic/apyrimidinic Endonuclease 1 (APE1). recombinant APE1, TAMRA/BHQ-2 abasic DNA cleavage fluorescence. actives 0.35% (n = 350,000). Potency, µM (series often up to 65.8 µM), inactives show at the top dose activity change, negative = inhibition, actives largely listed as inhibitors;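 note: potency is the fitted concentration of half-maximal effect; plate controls were vehicle for no effect and reference inhibitor for full effect; nearly all actives have a fitted effect of over 55% in size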
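Readout is kinetic fluorescence (ex 525, em 598 nm) from cleavage of 50 nM TAMRA/BHQ-2 THF abasic duplex by 0.75 nM APE1, compound added 15 min beforehand at RT.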
LDHA inh = qHTS assay for inhibitors of human lactate dehydrogenase; activity change, % (values are at about 110 or 230 µM); actives 0.15% (n = 480,000); L-lactate dehydrogenase A chain (Homo sapiens), P00338; purified LDHA, NADH/diaphorase-resazurin fluorescence; stronger effect = lower value; in the data active = activity change below about -30%; inconclusive = mostly about -25% to -30%;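 note: plate controls were DMSO wells for no effect and wells without enzyme for full effect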
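LDH5 2 nM; NADH 0.06 mM, pyruvate 0.2 mM; 200 mM Tris pH 7.4, EDTA, Tween-20; 5 min RT. Detection: diaphorase 0.133 mg/mL + resazurin 37 µM, fluorescence ex540/em590 at 0 and 20 min; normalized to enzyme-free and DMSO wells.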
POLH inh = qHTS for Inhibitors of Polymerase Eta. DNA polymerase eta (Homo sapiens), Q9Y253. recombinant Pol eta, fluorescent DNA replication assay. Potency, µM (titrated, usually from 114 µM), for inactives: at the highest dose activity change, negative = inhibition, usual class: inhibitors. actives 1.2% (n = 390,000). AID 588591, 2011; note: potency is the fitted concentration of half-maximal effect; % is set by controls: 0 for no effect and ±100 for the full control effect
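Pol eta (10 nM) was preincubated with compounds for 15 min at room temperature, after which fluorescent replication substrate (50 nM final) was added to start the reaction. Fluorescence was read kinetically at 0 and 10 min.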
POLI inh = qHTS for Inhibitors of Polymerase Iota; DNA polymerase iota (Homo sapiens), Q9UNA4; Pol iota fluorescent replication assay, 10 min; Potency, µM (top dose mostly 115 µM), without a hit: at the highest dose activity, negative = inhibition, hits mostly inhibitors; actives 1% (n = 390,000); AID 588590, 2011; note: potency is the fitted concentration of half-maximal effect
Target sequence (Q9UNA4 whole entry, looked up): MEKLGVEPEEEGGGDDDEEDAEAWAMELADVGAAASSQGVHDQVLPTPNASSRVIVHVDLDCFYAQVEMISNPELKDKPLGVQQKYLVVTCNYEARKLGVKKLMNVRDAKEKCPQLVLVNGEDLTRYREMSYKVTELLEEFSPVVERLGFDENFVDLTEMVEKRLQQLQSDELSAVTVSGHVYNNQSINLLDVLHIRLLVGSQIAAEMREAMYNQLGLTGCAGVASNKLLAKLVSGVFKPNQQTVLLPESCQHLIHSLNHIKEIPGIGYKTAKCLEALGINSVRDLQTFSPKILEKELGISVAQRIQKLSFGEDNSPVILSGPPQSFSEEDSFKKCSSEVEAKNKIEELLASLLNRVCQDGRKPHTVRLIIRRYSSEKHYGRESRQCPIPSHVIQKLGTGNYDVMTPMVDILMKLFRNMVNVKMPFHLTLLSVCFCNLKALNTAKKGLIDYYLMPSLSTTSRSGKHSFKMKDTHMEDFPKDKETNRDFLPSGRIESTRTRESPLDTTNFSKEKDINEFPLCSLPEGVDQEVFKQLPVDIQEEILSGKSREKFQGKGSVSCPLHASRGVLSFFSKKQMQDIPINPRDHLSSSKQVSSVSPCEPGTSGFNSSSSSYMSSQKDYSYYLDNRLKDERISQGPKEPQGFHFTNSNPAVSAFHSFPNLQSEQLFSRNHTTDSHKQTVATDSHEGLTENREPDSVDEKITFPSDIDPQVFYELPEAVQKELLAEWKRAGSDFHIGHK
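Pol iota at 10 nM preincubated 15 min with compounds at room temperature; reaction started with fluorescent substrate, 50 nM final. Fluorescence read kinetically at 0 and 10 min; buffer-only wells as negative control.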
Pol beta inh = qHTS Assay for Inhibitors of DNA Polymerase Beta. Potency, µM (titrated, usually from 114 µM), for inactives: at the highest dose activity change, negative = inhibition, usual class: inhibitors. AID 485314, 2010. Pol beta primer extension/strand displacement, fluorescence kinetic. actives 1.3% (n = 340,000). P06746; note: potency is the fitted concentration of half-maximal effect; % is set by controls: 0 for no effect and ±100 for the full control effect
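Pol beta (10 nM) and compounds were preincubated 15 min at room temperature, then 50 nM substrate (final) started primer extension/strand displacement. Reads were taken at 0 and 10 min; concentration-response data were fitted to a four-parameter Hill equation.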
BLM helicase inh = qHTS Assay for Inhibitors of Bloom's syndrome helicase (BLM); AID 2528, 2010; actives 0.2% (n = 350,000); Potency, µM (series often up to 56.1 µM), for the others: at the highest dose activity change, negative = inhibition, actives largely listed as inhibitors; recombinant BLM DNA unwinding, fluorescence dequenching;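 note: potency is the fitted concentration of half-maximal effect; plate controls were vehicle for no effect and no enzyme for full effect; nearly all actives have a fitted effect of over 35% in size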
Apoferritin bind = qHTS Assay for Identification of Novel General Anesthetics. Ferritin light chain (Equus caballus), P02791. apoferritin/1-aminoanthracene competitive binding, fluorescence. Potency, µM (titrated, usually from 77.5 µM), without a hit: at the top dose activity change, negative = displacement, usual class: inhibitors. actives 0.074% (n = 350,000). AID 485281, 2010; note: potency is the fitted concentration of half-maximal effect; % is set by controls: 0 for no effect and ±100 for the full control effect; nearly all actives have a fitted effect of over 20% in size
Target sequence (P02791 2-175 limits assumed): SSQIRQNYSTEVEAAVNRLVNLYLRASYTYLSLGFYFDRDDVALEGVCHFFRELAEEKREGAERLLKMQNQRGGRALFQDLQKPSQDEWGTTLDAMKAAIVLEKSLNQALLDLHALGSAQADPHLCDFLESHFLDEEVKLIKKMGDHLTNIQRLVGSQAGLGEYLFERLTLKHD
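In PBS, apoferritin at 10 uM is loaded with 1-AMA from a 50% saturated solution. After 10 min of compound exposure at ambient temperature, reduced 535 nm fluorescence indicates probe displacement.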
Glioma ERSR ind = qHTS for Inducers of the Endoplasmic Reticulum Stress Response (ERSR) in Human Glioma: qHTS. actives 0.02% (n = 420,000). U87-MG GRP78 promoter luciferase reporter, 16 h. Potency, µM, inactives show at the top dose activation, actives largely listed as activators; note: potency is the fitted concentration of half-maximal effect; series mostly up to about 76 µM; % of control where 0% means no effect; nearly all actives have a fitted effect of over 35% in size
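Stably transfected U87-MG glioma cells carrying a GRP78-based luciferase sensor; 16 h compound incubation. Luminescence end-point read 10 min after Bright-Glo addition at room temperature.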
* hit, by the source's call; ? = inconclusive; · = not tested or not shown; [ ] = another dose, or the depositor's remark. Unless noted, calls come from the whole dose curve; as a rule, active = well fitted curve in the direction sought with a large enough effect; inconclusive = small, poorly fitted or top-dose-only effect, or another doubt; inactive = no such curve, though single readings can be large; an effect the other way counts as inactive or inconclusive. Not all compounds are listed; count on the stated rates, not on these rows.

SMILES	APEX1 inh	POLK inh	LDHA inh	Glioma ERSR ind	POLH inh	Pol beta inh	Apoferritin bind	POLI inh	BLM helicase inh
Cc1ccc(CS(=O)(=O)CCC(=O)NCCN2CCCC2)cc1	15%	-9%	-11	-5%	5%	56%	-8%	-1%	0%
O=C1C=C(c2ccc(Oc3ccccc3)cc2)C[C@@H](c2ccc3c(c2)OCO3)C1	8%	-6%	-4	-3%	-22%	·	·	48%[activator]	·
O=C(c1ccc(F)cc1)N1CCN(S(=O)(=O)c2ccc(Br)cc2)CC1	-1%	12%	3	-2%	-8%	22%	-4%	22%	0%
Cn1c(=O)c2[nH]c(CCCc3ccc([N+](=O)[O-])cc3)nc2n(C)c1=O	·	-28%	-3	-10%	-12%	·	·	0%	·
CC(=O)N1CC[n+]2c(-c3ccc(Cl)cc3)csc21	-2%	-3%[60.1 µM]	-5	-6%	-2%	-16%	-8%	?	0%
Cc1ccc(C(=O)NC(NCc2ccco2)C(Cl)(Cl)Cl)cc1 (configuration not stated)	3%	-8%	-7	-4%	-19%	1%	-6%	16%	-1%
Cc1cc(C2=CC(C)(c3cc(C)oc3C)Nc3nc(C(F)(F)F)nn32)c(C)o1 (configuration not stated)	2%	·	·	·	·	-26%	?	·	0%
S=C(Nc1ccc(Cl)cc1Cl)Nn1cnnc1	10%	-9%	-8	2%	0%	-28%	9%	17%	0%
COC(=O)c1cccc(NC(=O)CN2C(=O)C3CCCCC3C2=O)c1 (configuration not stated)	1%	2%	-4	1%	-11%	·	·	-15%	·
NC(=O)c1ccccc1N=Cc1cccnc1	·	9%	-3	-6%	-9%	·	·	25%	·
COC(=O)c1sccc1S(=O)(=O)N(CC(=O)Nc1cc(C)ccc1C)c1ccc(C)c(C)c1	·	0%	2	-3%	-6%	17%	?	-6%	-11%
CCN1CCN(c2nc3c(S(=O)(=O)c4ccc(Br)cc4)nnn3c3ccsc23)CC1	·	12%	-6	-4%	-13%	22%	23%	15%	-5%
O=C(COC(=O)Cc1c(Cl)cccc1Cl)NCc1ccco1	-19%	?	-1	-4%	35µM*	·	·	45µM*	·
O=C(NC1=NCCS1)c1cc(-c2cccnc2)nc2ccccc12	18%	-5%	1	-4%	2%	41%	-7%	127%[activator]	-1%
Cn1c(=O)c2sc3c(c2n(CC(=O)Nc2ccccc2)c1=O)COC(C)(C)C3	-12%	0%	-3	0%	-19%	17%	-9%	74%[activator]	2%

(further entries)
SMILES	APEX1 inh	POLK inh	LDHA inh	Glioma ERSR ind	POLH inh	Pol beta inh	Apoferritin bind	POLI inh	BLM helicase inh
COc1ccc(C(=O)Nc2ccc(S(=O)(=O)NC(C)=O)cc2)cc1[N+](=O)[O-]	2%	2%	-4	-1%	-11%	-10%	-6%	65%[activator]	-7%
CN(C)C1(CNC(=O)COc2cccc(Cl)c2)CCCCC1	·	-2%	-5	7%	-4%	16%	9%	9%	-1%
COc1cc(C2c3c(oc4ccc(C)cc4c3=O)C(=O)N2c2cc(C)ccn2)cc(OC)c1OC (configuration not stated)	-1%	·	·	·	·	11%	-13%	·	0%
Cc1ccccc1C(=O)Nc1nnc(S(=O)(=O)N2CCc3ccccc32)s1	·	8%	2	-1%	-6%	1%	-2%	10%	-5%
CC(=O)c1ccc(N2CCN(C(=O)c3cc4c(s3)CCCC4)CC2)cc1	-10%	-5%	1	3%	-23%	39%	-20%	-3%	-7%
CCOc1ccccc1-n1c(SCC(=O)Nc2ccccc2C(=O)O)nc2ccccc2c1=O	54%	-9%	-2	-4%	3%	-7%	3%	9%	-1%
O=C(NNC(=S)Nc1ccc(Cl)cc1)c1cccs1	6%	-11%	-5	3%	-6%	-6%	-7%	6%	-1%
COc1cccc(/C=C(\CC(=O)O)c2nc3ccccc3s2)c1	-4%	0%	-13	1%	4%	26%	-6%	14%	0%
COc1cc(OC)cc(-c2cc3nc4c(c(N5CCN(c6ncccn6)CC5)n3n2)CCCC4)c1	-1%	1%[60.1 µM]	-4	-1%	-12%	16%	-3%	-11%	-6%
NNC(=O)CS(=O)(=O)CS(=O)(=O)CC(=O)NN	1%	-15%	-9	-3%	-15%	-10%	-5%	174%[activator]	-9%
CCn1cc(C(=O)NC(=S)Nc2ccccc2[N+](=O)[O-])cn1	-18%	7%	0	-6%	-8%	?	?	15%	-3%
CCSc1ccc([C@@H]2[C@H]3C(=O)N(C)C(=O)[C@H]3[C@]3(C(=O)OC)CCCCN23)cc1	-4%	-2%	2	-6%	-10%	·	·	2%	·
CNC(=O)CNC(=O)Nc1ccc(C)cc1	0%	-17%	-7	-3%	-11%	3%	-10%	11%	1%
Cc1cc(=O)[nH]c(N2CCN(c3ccc(Cl)cc3)CC2)n1	·	-2%	-3	-5%	-5%	·	·	3%	·
COc1cc(SC)ccc1C(=O)Nc1cccc(C2OCCCO2)c1	-14%	-9%	-6	3%	-21%	35%	-10%	55%[activator]	4%

Additional compounds
SMILES	APEX1 inh	POLK inh	LDHA inh	Glioma ERSR ind	POLH inh	Pol beta inh	Apoferritin bind	POLI inh	BLM helicase inh
O=C(Cc1ccc(F)cc1)N[C@@H]1c2ccccc2CC[C@@H]1OCc1ccccc1	-18%	-3%	-5	-4%	-4%	·	·	-19%	·
CC(C)C(NS(=O)(=O)c1ccccc1)C(=O)NC1CCCC1 (configuration not stated)	-9%	10%	0	-6%	-2%	56%	0%	?	2%
Cc1ccccc1NC(=O)Cn1c(SCC(=O)Nc2ccc(F)cc2)nc2ccccc21	·	-8%[60.1 µM]	-6	-2%	-8%	3%	-4%	19%	-4%
Cc1cccc(C)c1NC(=O)CSc1nnc(C)n1CC1CCCO1 (configuration not stated)	0%	-16%	-9	0%	-10%	1%	-5%	15%	-6%
O=C(c1ccc(F)cc1)N(c1ccccn1)C1CCCCC1	-9%	2%	-2	-2%	-11%	8%	-8%	19%	1%
CC(C)=CC(=O)OCC(=O)Nc1cc(C)cc(C)c1	0%	1%	-5	-2%	-21%	19%	-12%	175%[activator]	3%
Cc1ccc(C2N3CC4(C)CN2CC(c2ccccc2)(C3)C4=O)cc1 (configuration not stated)	·	-19%	-1	0%	-18%	3%	1%	25%	0%
CC(C)=CCN1CCN(Cc2ccc(C)s2)CC1CCO (configuration not stated)	8%	-10%	-2	-3%	-21%	46%[activator]	-3%	167%[activator]	5%
Cc1cc(C)c(S(=O)(=O)NCCC2CCCN2C)c(C)c1 (configuration not stated)	-1%	-1%	0	-5%	5%	7%	-7%	27%	5%
COc1ccc(/C=C/C(=O)NCC(=O)N/N=C(\C)Cc2ccccc2)cc1	0%	0%	1	-3%	-10%	11%	-9%	74%[activator]	-4%
CN(C)c1ccc(CCc2ccc(N)cc2)cc1	·	-5%	-5	-12%	-3%	·	·	-15%	·
O=C(/C=C/c1ccccc1)Nc1sc2c(c1C(=O)O)CCC2	0%	?	1	7%	-10%	5%	2%	?	-8%
Cc1cc(C)c2c(NC(=O)CCl)nn(C)c2n1	-3%	-7%	-5	40µM*	-12%	-20%	0%	?	1%

Structural class: the entries above containing an aryl methoxy group.
SMILES	APEX1 inh	POLK inh	LDHA inh	Glioma ERSR ind	POLH inh	Pol beta inh	Apoferritin bind	POLI inh	BLM helicase inh
COc1ccc(C(=O)Nc2ccc(S(=O)(=O)NC(C)=O)cc2)cc1[N+](=O)[O-]	2%	2%	-4	-1%	-11%	-10%	-6%	65%[activator]	-7%
COc1cc(C2c3c(oc4ccc(C)cc4c3=O)C(=O)N2c2cc(C)ccn2)cc(OC)c1OC (configuration not stated)	-1%	·	·	·	·	11%	-13%	·	0%
COc1cccc(/C=C(\CC(=O)O)c2nc3ccccc3s2)c1	-4%	0%	-13	1%	4%	26%	-6%	14%	0%
COc1cc(OC)cc(-c2cc3nc4c(c(N5CCN(c6ncccn6)CC5)n3n2)CCCC4)c1	-1%	1%[60.1 µM]	-4	-1%	-12%	16%	-3%	-11%	-6%
COc1cc(SC)ccc1C(=O)Nc1cccc(C2OCCCO2)c1	-14%	-9%	-6	3%	-21%	35%	-10%	55%[activator]	4%
COc1ccc(/C=C/C(=O)NCC(=O)N/N=C(\C)Cc2ccccc2)cc1	0%	0%	1	-3%	-10%	11%	-9%	74%[activator]	-4%

Screens: PubChem BioAssay, National Center for Advancing Translational Sciences (NCATS)
